RT RNaseH block: HIV-1 RT RNase H inhibitors, primary screen, biochemical, fluorescence; inhibition, % at 10 µM; Gag-Pol polyprotein (Human immunodeficiency virus type 1 group M subtype B (isolate …; RT-RNase H RNA/DNA duplex cleavage; actives 1.9% (n = 65,000); AID 565, 2006; in the data active means inhibition above about 50%
RmlCD inh mix: RmlC and RmlD coupled enzyme inhibitors, primary screen, biochemical, 384-well, compound mixtures, retest. RmlC/RmlD coupled enzyme inhibition, 384-well mixture HTS. inhibition, % at 5.5 µM. actives 0.39% (n = 110,000). AID 1532, 2009; in the data active means inhibition above about 30%, passing the limit was not always enough; further: strong numbers were not always called active
An asterisk follows results filed as active; · = not tested or not shown.

Second line of a record – RT RNaseH block	RmlCD inh mix
- CCC1(C)Cc2c(sc3nnn(CC(=O)Nc4ccccc4)c(=O)c23)CO1 (stereo unspecified)
  ·	-8.6
- Clc1ccc2nc(SCc3nnc(-c4ccccc4)o3)[nH]c2c1
  -8.7	·
- CCc1ccc(Nc2ncc3c(n2)CC(c2ccc(OC)cc2)CC3=O)cc1 (stereo unspecified)
  ·	17.3
- O=S1(=O)CCN(Cc2ccc(Cl)cc2)CC1
  ·	-13.6
- O=C(COc1ccc(Cl)cc1Cl)Nc1ccc2nc3n(c(=O)c2c1)CCCC3
  -28.9	10.7
- CC(C)(C)OC(=O)N1CCN(C(=O)[C@H](Cc2ccc(O)cc2)n2cc(CCO)nn2)CC1
  ·	-11.0
- CC12CN3CC(C)(CN(C1)C3c1cc3ccccc3[nH]1)C2=O (stereo unspecified)
  -6.6	-6.7
- O=C(COC(=O)C1CCC1)NCc1ccccc1Cl
  -4.8	-12.8
- COc1ccc(CN2CC(C(=O)NCCN3CCN(c4ccccc4F)CC3)CC2=O)cc1 (stereo unspecified)
  -4.0	-7.7
- Cc1ccsc1/C=N/NC(=O)c1c[nH]c2ccccc12
  ·	-5.4
- CCCNC(=O)CN(C)S(=O)(=O)c1c(C)cc(C)cc1C
  ·	2.4
- Cc1cc(C)c(OCC(=O)Nc2ccccc2N2CCOCC2)c(C)c1
  -4.4	11.4
- C/C=C(/C)C(=O)O[C@@H]1[C@H](OC(C)=O)c2c(ccc3ccc(=O)oc23)OC1(C)C
  ·	-8.6
- CCOC(=O)c1c(C)n(Cc2ccccc2)c2ccc(OCC(O)Cn3nc(C)nc3C)cc12 (stereo unspecified)
  -37.2	·
- O=C(CSc1nnc(CNc2ccc(Cl)cc2)o1)Nc1nc2c(s1)CCCC2
  31.1	5.9
- CCOc1cc(C2c3c(oc4cc(C)c(Cl)cc4c3=O)C(=O)N2Cc2ccco2)ccc1O (stereo unspecified)
  61.5*	6.2
- O=C(Nc1ccc(NC(=O)c2ccco2)nc1)c1cccnc1
  2.5	10.4
- CN(C)CC(O)COc1ccc(-c2ccc(C#N)cc2)cc1 (stereo unspecified)
  -11.1	19.1
- CCOc1ccc(C(CC(=O)O)NC(=O)c2ccco2)cc1OC (stereo unspecified)
  -5.8	-3.2
- O=C(CCCC(=O)N1CCCc2ccccc21)N1CCCc2ccccc21
  -17.8	-9.3
- Cc1cc(Cl)ccc1OCCCC(=O)N1CCCCC1
  ·	-18.7
- CC(C)(C)c1ccc(CN2C3=NCCCN3c3ccccc32)cc1
  ·	-14.5
- CC(C)C1Oc2ccccc2N(CC(=O)NCCCN2C(C)CCCC2C)C1=O (stereo unspecified)
  -5.0	-9.6
- CCOC(=O)c1cc2c(=O)n3ccccc3nc2n(CC(C)C)c1=NC(=O)c1ccco1
  -1.3	13.9
- CCCC(=O)Nc1nc2ccc(OC)cc2s1
  -14.2	-7.0
- O=C(Nc1cc(Cl)ccc1O)C1CCCO1 (stereo unspecified)
  0.3	28.8
- O=C(OCc1cc2ccccc2[nH]c1=O)c1ccccc1
  -20.6	2.6
- O=C(CCCCCN1C(=O)CCC1=O)Nc1ccc2c(c1)OCO2
  2.6	-0.6
- Cc1ccc(NNS(=O)(=O)c2ccc(C)cc2)cc1
  ·	-8.5
- COc1ccccc1N(CC(=O)Nc1c(C)cccc1C)S(C)(=O)=O
  4.1	-12.5
- COc1cccc(-c2[nH]nc3c2C(c2ccc(C)o2)C(C#N)=C(N)O3)c1 (stereo unspecified)
  ·	-14.4
- CC1(C)C2CC=C(CN3CCOCC3)C1C2 (stereo unspecified)
  -7.3	13.8
- CCN1CCN(C(=O)c2oc(=O)c3ccccc3c2-c2ccc(C)cc2)CC1
  0.2	5.2
- O=C(CSc1nnc(-c2cccnc2)n1Cc1ccco1)NCc1ccc2c(c1)OCO2
  3.7	-6.0
- CC1(C)Cc2cccc(OCC(=O)N3CCN(S(=O)(=O)c4ccc(F)cc4)CC3)c2O1
  -39.8	1.6
- CC(=O)Nc1ccc(OC(=O)c2cc3ccccc3oc2=O)cc1
  ·	-8.5
- CC1CCc2cc(F)ccc2N1C(=O)CSc1nnc(-c2cccs2)n1C (stereo unspecified)
  -14.0	-14.6
- CC1(C)CC(=O)c2c(nc(SCC(=O)Nc3nsc(-c4ccccc4)n3)c(C#N)c2-c2ccccc2)C1
  ·	-6.4
- CCc1nc(N2CCCC2C(=O)O)c2oc3ccccc3c2n1 (stereo unspecified)
  -4.4	-0.2
- CSc1nc(Oc2ccc(F)cc2F)cc(C(F)(F)F)n1
  ·	6.9
- c1ccc(-n2ncc3c(NCc4ccccn4)ncnc32)cc1
  -10.6	-4.8
- CCOc1ccc(-c2nnc(-c3ccccc3)n2-c2ccccc2)cc1
  ·	12.9
- CCN(CC)c1ccc(-c2c(C#N)c(N)nc(OC)c2C#N)cc1
  -1.2	-17.8
- Cc1ccc(NC(=O)C2C(=O)N(CCO)C3(C)CC2c2ccccc2O3)cc1 (stereo unspecified)
  -8.8	9.1
- COc1ccccc1NC(=O)N(Cc1ccco1)Cc1cc2cccc(C)c2[nH]c1=O
  -4.6	-10.1
- Nc1nnc(SCCOc2ccc(Br)cc2)s1
  -12.9	3.7
- CC(C)(C(N)=O)N1CCN(c2ncc(C(F)(F)F)cc2Cl)CC1
  ·	-7.3
- Cc1cc(C)c2c(n1)nn1c(N3CCN(c4ccccc4)CC3)cc(C)nc21
  14.7	-27.5
- CC(=O)c1ccc(OC(=O)c2cccs2)cc1
  -8.7	10.3
- c1ccc(-c2nc(Sc3ncnc4c3cnn4-c3ccccc3)n[nH]2)cc1
  -3.9	·
- Cc1ccc(Nc2c(-c3ccc(C)o3)nc3cnccn23)cc1
  ·	12.4
- COC(=O)C1=C(CN2CCN(C)CC2)NC(=O)NC1c1cc(C)ccc1C (stereo unspecified)
  -7.0	-0.5
- COCCn1c(SCC(=O)NCc2cccs2)nnc1-c1ccc(OC)cc1
  1.1	5.1
- Cc1ccc(-n2nnnc2Sc2nc([N+](=O)[O-])nn2C)cc1C
  ·	12.2
- COC(=O)[C@H](C)NC(=O)Nc1cc(OC)ccc1OC
  -9.3	-8.9
- NS(=O)(=O)c1ccc(NC(=O)CN2CCCCC2)cc1
  -8.9	7.6
- N=c1c2c(-c3ccccc3)c(-c3ccccc3)n(Cc3ccccc3)c2ncn1CCCn1ccnc1
  18.7	17.1
- O=C(OCC(=O)N1CCN(C(=O)c2ccco2)CC1)c1ccccc1Cc1ccccc1
  -6.5	10.3
- COc1ccc(N2CCN(C(=O)CSc3ncnc4c3cnn4-c3ccccc3C)CC2)cc1
  7.4	13.4
- S=C1NC[C@H](CC2CCCCC2)N1CCc1cccc2ccccc12
  ·	5.7

4 of the compounds above, field by field.
CC(=O)c1ccc(OC(=O)c2cccs2)cc1
  RT RNaseH block: -8.7	RmlCD inh mix: 10.3
c1ccc(-c2nc(Sc3ncnc4c3cnn4-c3ccccc3)n[nH]2)cc1
  RT RNaseH block: -3.9	RmlCD inh mix: ·
Cc1ccc(Nc2c(-c3ccc(C)o3)nc3cnccn23)cc1
  RT RNaseH block: ·	RmlCD inh mix: 12.4
COC(=O)C1=C(CN2CCN(C)CC2)NC(=O)NC1c1cc(C)ccc1C (stereo unspecified)
  RT RNaseH block: -7.0	RmlCD inh mix: -0.5

(cont.)
Second line of a record – RT RNaseH block	RmlCD inh mix
- COc1ccccc1NC(=O)C(CCS(C)(=O)=O)N1C(=O)c2ccccc2C1=O (stereo unspecified)
  -1.2	·
- COc1ccc2c(CC(=O)OCC(=O)N3CCc4ccccc43)coc2c1
  -7.8	-10.2
- COc1ccc(N2CCN(c3oc(-c4ccco4)nc3C#N)CC2)cc1
  -3.8	-4.3
- CC(C)(C)c1[nH]nc2c1C(c1cccnc1)C(C#N)=C(N)O2 (stereo unspecified)
  -9.9	-14.9
- Cc1nn(-c2ccc(F)cc2)c2sc(C(=O)O)cc12
  -12.8	-3.8
- Cc1ccccc1OCC(=O)Nc1sc2c(c1C#N)CCC2
  ·	1.5
- O=c1cccc2n1CC1CC2CN(c2ncnc3c2cnn3-c2ccccc2)C1 (stereo unspecified)
  -14.8	-6.4
- C=C(CC)C(=O)c1ccc(OCC(=O)O)c(Cl)c1Cl
  29.6	0.8
- COc1ccc(OCCn2c(=N)n(CCO)c3ccccc32)cc1
  4.2	-8.3
- O=C(CN1CCCCC1)Nc1cccc(Br)c1
  -23.9	5.5
- COc1ccc(NS(=O)(=O)Cc2ccccc2)cc1OC
  ·	6.3
- Cc1cc(=O)oc(C)c1C(=O)N1CCCCC1
  ·	-15.7
- Cc1ccc(C(=O)O/N=C/c2c(C(F)(F)F)nn(C)c2Sc2ccc(Cl)cc2)cc1
  ·	-9.9
- Cc1nc2ccccn2c1C(=O)c1ccccc1
  -0.4	-6.1
- CCCCCc1nnc(NC(=O)C(=O)OCC)s1
  ·	23.0

Not a retest: an excerpt of the list.
Second line of a record – RT RNaseH block	RmlCD inh mix
- Cc1ccccc1OCC(=O)Nc1sc2c(c1C#N)CCC2
  ·	1.5
- O=c1cccc2n1CC1CC2CN(c2ncnc3c2cnn3-c2ccccc2)C1 (stereo unspecified)
  -14.8	-6.4
- C=C(CC)C(=O)c1ccc(OCC(=O)O)c(Cl)c1Cl
  29.6	0.8
- COc1ccc(OCCn2c(=N)n(CCO)c3ccccc32)cc1
  4.2	-8.3

Going on with the list:
Second line of a record – RT RNaseH block	RmlCD inh mix
- CCOC(=O)c1ccc(-c2n[nH]c(=O)c3ccccc23)cc1
  -22.6	3.4
- COc1ccc(C(F)(F)F)cc1NC(=O)c1nc2nc(C)cc(C(F)F)n2n1
  0.1	-9.6
- COc1ccc(CCNCc2ccc(F)cc2)cc1OC
  ·	6.7
- Cc1c(C(=O)N2CCN(c3ccccn3)CC2)oc2ccccc12
  -18.1	6.4
- COC(=O)CSc1ccc2nnc(-c3ccc(F)cc3)n2n1
  -4.7	15.1
- Fc1ccc(C(c2nnnn2CCc2ccccc2)N2CCCc3ccccc32)cc1 (stereo unspecified)
  ·	-13.3
- COc1ccccc1N1C(=O)CC(Nc2ccc(N3CCOCC3)cc2)C1=O (stereo unspecified)
  20.4	-0.1
- CCn1c(COc2ccccc2C)nnc1SCC(=O)NC1CCCC1
  -0.9	-18.6
- COc1ccc(C2N(S(=O)(=O)c3ccc(C)cc3)CCN2S(=O)(=O)c2ccc(C)cc2)cc1
  ·	-5.5
- O=C(c1cccc(F)c1)N1CCC(N2CCOCC2)CC1
  ·	-0.2
- Cc1ccc(-n2c(N)c(C(=O)N3CCOCC3)sc2=S)c(C)c1
  79.7*	1.6
- COc1ccccc1N1CCN(S(=O)(=O)c2ccc(Br)s2)CC1
  ·	15.8
- CCOC(=O)c1ccc(NC(=O)CSc2nnc(CNC(=O)c3c(F)cccc3Cl)o2)cc1
  2.0	-7.5
- Cc1cc(C)c(C)c(/C=C(/C#N)C(N)=S)c1C
  ·	4.0
- Cc1ccc(-n2cc3ccc([N+](=O)[O-])cc3n2)cc1
  ·	-10.2
- N#CCCn1c(SCC(=O)NCC2CCCO2)nc2ccccc21 (stereo unspecified)
  -6.6	-6.0
- Clc1ccc(COn2c(-c3ccccc3)nc3ccccc32)cc1
  ·	2.9
- Cc1[nH]n(-c2cccc3ccccc23)c(=O)c1C=Nc1ccc2[nH]c(=O)[nH]c2c1
  ·	-0.3
- Cc1ccc2nc(C)c(Cl)c(=O)n2c1
  ·	5.0
- CC(C)CNC(=O)c1c(N)n(Cc2ccc3c(c2)OCO3)c2nc3ccccc3nc12
  ·	-9.0
- Cc1cc2c(cc(C(=O)OCC(=O)NCc3ccco3)n2C)s1
  ·	-4.1
- CCOCCCNC(=O)C1CCN(C(=O)N(C)C)CC1
  1.6	-10.7
- Cc1nc2nc(COc3ccccc3)[nH]n2c(=O)c1C
  -3.4	33.5
- CCc1cc2c3c(c(=O)oc2cc1OC)CCCC3
  -23.8	-3.3
- Cc1ccc(C2=CC(c3ccc(C)cc3)n3ncnc3N2)cc1 (stereo unspecified)
  ·	-12.6
- NC(=O)C1CCN(C(=O)CN2CCN(c3cccc(C(F)(F)F)c3)CC2)CC1
  -8.1	8.2
- Cc1sc(N/N=C/C=C/c2ccccc2)nc1-c1ccccc1
  ·	-14.5
- Cc1ccc(Oc2ccc(Oc3ccc(C)cc3)nn2)cc1
  ·	-10.6
- N#CCSc1nc(N)c(C#N)c(C2CCCCC2)c1C#N
  11.4	-1.2
- CCOC(=O)c1c(C)oc2c1c(C(c1cccnc1)N1CCN(C)CC1)c(O)c1ccccc12 (stereo unspecified)
  60.0*	·
- CCOC(=O)c1c(C)[nH]c(C(=O)COC(=O)c2oc3ccccc3c2C)c1C
  ·	-15.6
- O=C(NCc1ccco1)c1cc(-c2cccnc2)nc2ccccc12
  5.4	0.8
- CCCCOC(=O)Nc1nc2ccc(OC)cc2s1
  8.0	-7.3
- COc1ccccc1/C=C/C=N/N1CCN(c2ccccn2)CC1
  ·	4.9
- Cc1c(C(N)=O)sc2ncn(CC(=O)OC(C)C)c(=O)c12
  ·	-15.1
- CCc1ccc(S(=O)(=O)NCCc2csc(-c3cccnc3)n2)s1
  ·	10.8
- CCN(CC)S(=O)(=O)c1ccc(C(=O)NCc2ccc3c(c2)cc(C)n3C)cc1
  ·	0.3
- O=C(CSc1nnc(-c2cccs2)o1)OCc1ccccc1
  -1.2	-10.0
- COc1cc(C(=O)NCC(=O)OCC(=O)c2ccc[nH]2)cc(OC)c1OC
  11.0	8.4

The list is partial; the hit share may differ from the screen's.
